DYRK1A inh = Dyrk1A (rat) kinase inhibition. 310,000 tested, 0.43% active. ADP-Glo luminescence, NFATc1 peptide. Q63470. inhibition, % at 12.5 µM. AID 504441; in the data active = inhibition above about 50%;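 note: plate controls were vehicle with enzyme for no effect and no enzyme for full effect; many of its hits are not listed in these tables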
PolyA inhibitor = inhibitors of polyadenylation in S. cerevisiae. 300,000 tested, 0.02% active. calls only at 12 µM. S. cerevisiae SKY197-pL101 polyadenylation reporter, beta-gal luminescence; efflux-impaired pdr1/pdr3 knockout yeast; score 100 = 6 SD above DMSO;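 active = lowest replicate activity score at least 50, where 100 means six control SD above control mean; inconclusive = lowest score under 50 but half or more replicates reach 50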;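 note: yeast exposed to compound for 9 h at 30 °C; higher score means more reporter readthrough which indicates perturbed polyadenylation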
HSP90 refold inh = inhibitors of HSP90 luciferase refolding in rabbit reticulocyte lysate; 290,000 tested, 0.91% active; inhibition, % at 5.6 µM; AID 1789; luciferase refolding luminescence, 3 h;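 active = inhibition above the screen-wide mean plus 3 SD, computed separately per campaign, cut at about 16% in these data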;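 note: 0% = DMSO wells and 100% = 60 µM geldanamycin wells; inhibitors lower the luminescence because luciferase stays unfolded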
Platelet DG rel = modulates dense granule release in human platelets | human platelet-rich plasma, SFLLRN dense granule ATP release, luminescence | inhibition, %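 (compounds screened at 7.5 µM in platelet-rich plasma)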 | 300,000 tested, 0.22% active | AID 1663;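 active = mean replicate score, as percent of positive control, at or above 50; inconclusive = mean below 50 but at least one replicate at or above 50; inactive = mean and every replicate below 50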
GSK3A inh = blocks human GSK-3 alpha kinase | ADP-Glo luminescence, 60 min | inhibition, % at 10 µM | 320,000 tested, 0.1% active;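 in the data active = inhibition above about 50%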;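 note: GST-tagged GSK-3 alpha with peptide substrate and 25 µM ATP; 0% = DMSO neutral wells and 100% = GW8510 positive control wells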
AI-2 QS modul = modulators of Vibrio harveyi AI-2 quorum sensing system; activity change, % at 7.5 µM; 300,000 tested, 0.4% active; Vibrio harveyi JMH597 AI-2 luminescence/OD600 ratio, 9 h; stronger effect = lower value; strain lacks LuxN and CqsS sensors; 0 = neutral-control median; in the data active = activity change below about -75%, passing the limit was not always enough; inconclusive = no clear call, values can overlap the other calls;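 note: luminescence divided by OD600 gain over 9 h not by final OD600 alone; inactives centre near 13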
GSK3beta inhib = human GSK3beta kinase inhibition; GST-GSK3beta kinase, ADP-Glo luminescence, 60 min; stronger effect = lower value; P49841; 300,000 tested, 0.038% active; activity score (negative = inhibition), % at 10 µM;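 active = more than half of replicate wells score below -50%, meaning over 50% inhibition versus plate controls; inconclusive = some replicates but at most half score below -50%; inactive = no replicate scores below -50%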;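 note: 0% = median DMSO wells and -100% = median GW8510 positive control wells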
Target sequence (P49841 whole entry, looked up): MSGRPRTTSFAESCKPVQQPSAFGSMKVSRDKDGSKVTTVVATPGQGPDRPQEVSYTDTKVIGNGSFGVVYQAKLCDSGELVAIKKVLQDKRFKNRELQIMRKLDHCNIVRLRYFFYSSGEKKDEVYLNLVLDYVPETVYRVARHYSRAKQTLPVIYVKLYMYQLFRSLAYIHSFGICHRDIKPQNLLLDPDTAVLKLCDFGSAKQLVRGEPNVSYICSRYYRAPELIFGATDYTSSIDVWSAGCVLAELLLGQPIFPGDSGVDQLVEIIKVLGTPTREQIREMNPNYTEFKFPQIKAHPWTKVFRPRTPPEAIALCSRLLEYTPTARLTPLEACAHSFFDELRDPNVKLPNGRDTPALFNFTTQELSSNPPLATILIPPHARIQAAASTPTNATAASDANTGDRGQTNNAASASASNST
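Assay system: GST-fused GSK3beta enzyme, cell-free / Medium: Tris pH 7.5 buffer with MgCl2, DTT, BSA, heparin / Also added: peptide substrate plus 25 µM ATP (final) / Compound: 10 µM single point / Timing: kinase reaction with compound 60 min at room temperature / Detection: ADP-Glo luminescence / Benchmarks: DMSO neutral wells and GW8510 at 20 µM as positive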
HDAC3 inh = inhibitors of human histone deacetylase 3. recombinant HDAC3, fluorogenic peptide/trypsin coupled, fluorescence. AID 2718. O15379. 320,000 tested, 0.15% active. inhibition, % at 8.3 µM; in the data active = inhibition above about 26%, passing the limit was not always enough; inconclusive = no clear call, values can overlap the other calls
Target sequence (O15379 whole entry, looked up): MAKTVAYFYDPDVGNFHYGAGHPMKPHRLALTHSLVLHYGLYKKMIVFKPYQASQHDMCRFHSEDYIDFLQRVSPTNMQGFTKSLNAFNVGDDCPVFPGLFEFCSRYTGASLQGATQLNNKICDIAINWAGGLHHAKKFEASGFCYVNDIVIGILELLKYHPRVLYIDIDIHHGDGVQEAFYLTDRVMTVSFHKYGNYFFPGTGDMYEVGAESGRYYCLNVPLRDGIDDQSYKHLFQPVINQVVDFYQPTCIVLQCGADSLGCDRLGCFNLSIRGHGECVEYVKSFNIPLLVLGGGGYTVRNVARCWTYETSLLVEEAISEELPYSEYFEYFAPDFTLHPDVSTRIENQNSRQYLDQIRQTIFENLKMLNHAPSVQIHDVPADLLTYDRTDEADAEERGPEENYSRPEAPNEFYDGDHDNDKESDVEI
HSF1 inh = HSF1 inhibition | NIH3T3-HGL HSE-luciferase, MG132-induced, luminescence 8 h; stronger effect = lower value | activity change, negative = inhibition, % at 7.5 µM (by protocol) | 300,000 tested, 0.77% active | AID 2098;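 active = more than half of replicate wells show activity change below -50%, luminescence cut by over half; inconclusive = some wells, but at most half, below -50%; inactive = no replicate well below -50%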;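 note: luciferase reports HSF-1 transcriptional activity via heat shock element; 0% = median of DMSO wells and -100% = zero luminescence signal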
HSF-1 act = increases HSF-1 driven luciferase reporter signal. NIH3T3-HGL HSF-1 luciferase reporter, MG132, 8 h; 100% = twice DMSO control signal. activation, % at 9 µM. 300,000 tested, 1.7% active;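 active = mean replicate activation of at least 50% with a set share of replicates each reaching 50%; inconclusive = only one of those two conditions met; inactive = mean below 50% and too few replicates reaching it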;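 note: 0% = median of the neutral control wells and 100% = twice that signal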
* marks the source's active call; other numbers are inactive results; i = inactive; ? = inconclusive; . = not tested or not shown.

structure	DYRK1A inh	PolyA inhibitor	HSP90 refold inh	Platelet DG rel	GSK3A inh	AI-2 QS modul	GSK3beta inhib	HDAC3 inh	HSF1 inh	HSF-1 act
N#Cc1c(-c2ccc(F)cc2)cc(C2CC2)nc1SCC(=O)c1cccs1	-2	i	2	-4	-1	5	-1	-9	-3	2
OCC1CCCC(n2cnc3c(=S)nc[nH]c32)O1 (centres undefined)	-1	i	-1	1	-2	23	-3	.	0	-5
CCOC(=O)N1CCC(NC(=O)C2CCCN2C(=O)OCc2ccccc2)CC1 (centres undefined)	6	i	-3	3	.	5	4	.	-5	3
O=C(NCc1ccccc1)C1CCCN(S(=O)(=O)c2cccnc2)C1 (centres undefined)	-3	i	1	-1	-6	3	-3	-8	2	15
COc1ccc2nc(NC(=O)CSc3nccc(C)n3)sc2c1	43	i	5	1	15	-13	-15	8	-10	8
Nc1nc(-c2cc(-c3ccccc3)no2)cs1	.	i	1	14	3	3	0	2	22	15
Cc1ccsc1C(=O)NCc1ccccc1Cl	6	i	1	-3	1	11	0	-2	-12	-5
Cc1cccc(N(C(=O)Cn2nnc(-c3ccccc3F)n2)C(C(=O)NC(C)(C)C)c2ccncc2)c1 (centres undefined)	-3	i	-2	-2	-5	9	-7	2	5	13
O=C(NC1CCCCCC1)C(Cc1ccccc1)n1cccc1 (centres undefined)	-2	i	1	10	1	29	2	0	5	2
O=C(NCc1ccccn1)C1CCN(S(=O)(=O)c2ccccc2)CC1	4	i	-2	-25	1	6	1	0	-1	-13
S=C(Nc1ccc(OCc2ccccc2)cc1)Nc1cccc(Cl)c1Cl	0	i	-3	13	1	29	1	2	16	9
CCc1ccc(NC(=O)N2CCN(C(=O)C3CCCO3)CC2)cc1 (centres undefined)	-12	i	2	-7	-1	-11	1	-1	-3	-17
Cc1nnc(NC(=O)c2c(F)c(F)c(F)c(F)c2F)s1	3	i	-5	-1	-2	9	-3	-2	0	20
Cc1ccc(CN2CC(C(=O)Nc3ccc(S(=O)(=O)N4CCCCC4)cc3)CC2=O)cc1 (centres undefined)	-1	i	2	-3	0	7	2	-3	-9	-4
COc1ccc(OC)c(S(=O)(=O)N2CCC(C(=O)Nc3cccc(C)c3C)CC2)c1	-6	i	-4	7	0	-1	-1	-3	2	0
CCCc1cc(=O)c2c(O)cccc2o1	-1	i	2	-14	1	18	4	-2	1	-4
CCCC1Cc2c(sc3ncnc(N)c23)CO1 (centres undefined)	22	i	4	-1	13	29	1	-16	-7	-7
O=C(NNC(=O)C12CC3CC(CC(C3)C1)C2)c1cnccn1	-5	i	-4	-18	-1	29	-1	1	-9	3
CC1(C)CC(=O)c2cnc3nc4ccccc4n3c2C1	6	i	3	-7	0	5	2	-8	-2	-3
CCOCCCNC(c1ccccc1)c1ccncc1 (centres undefined)	.	i	-4	0	-4	11	0	3	-1	-17
Cc1ccc2nc(N3CCN(C)CC3)c(C#N)cc2c1	-3	i	-2	-1	-3	0	-2	-11	-2	12
NC1=NC(=O)/C(=C/c2ccsc2)S1	41	i	2	-1	-5	25	1	5	-5	-2
CN1/C(=C\C(=O)COC(=O)Cn2nnc(-c3ccccc3)n2)C(C)(C)c2ccccc21	5	i	1	0	-4	4	15	-10	-4	-19
CC(C)(C)C(=O)CNS(=O)(=O)c1ccc(S(=O)(=O)NC2CC2)cc1	15	i	-2	6	-1	3	2	-13	1	-17
FC(F)(F)c1nc(NCc2cccnc2)c2ccccc2n1	-3	i	2	2	4	-1	-1	1	-2	8

Two compounds drawn at random from the list so far:
structure	DYRK1A inh	PolyA inhibitor	HSP90 refold inh	Platelet DG rel	GSK3A inh	AI-2 QS modul	GSK3beta inhib	HDAC3 inh	HSF1 inh	HSF-1 act
FC(F)(F)c1nc(NCc2cccnc2)c2ccccc2n1	-3	i	2	2	4	-1	-1	1	-2	8
CCOCCCNC(c1ccccc1)c1ccncc1 (centres undefined)	.	i	-4	0	-4	11	0	3	-1	-17

Other results follow:
structure	DYRK1A inh	PolyA inhibitor	HSP90 refold inh	Platelet DG rel	GSK3A inh	AI-2 QS modul	GSK3beta inhib	HDAC3 inh	HSF1 inh	HSF-1 act
O=C(CCC(=O)c1ccc(F)cc1)Nc1cccnc1	9	i	-2	6	-3	-3	-1	-1	-4	-1
C=CCN1C(=O)C(CC(=O)NCC)SC1=Nc1cc(Cl)ccc1Cl (centres undefined)	-1	i	3	-1	-2	-7	-1	2	6	1
COc1ccccc1N(CC(O)CN1CCOCC1)S(=O)(=O)c1ccccc1 (centres undefined)	-3	i	-2	0	-1	4	1	-1	-3	-4
COc1ccccc1NC(=O)C(C)Sc1nnnn1C (centres undefined)	3	i	.	3	-1	16	1	2	0	4
COc1ccc(OC)c(-c2nnc(SCC(=O)N3CCCC3)o2)c1	-1	i	-3	-24	-4	26	-3	2	-5	-3
Cc1ccc(CNC(=O)CCCn2nc(C)c3c(C)n(-c4ccccc4)nc3c2=O)cc1	-8	i	-3	0	-1	15	-6	-4	3	17
Cc1cc(C)c(OCCCCn2cnc3ccccc3c2=O)c(C)c1	-2	i	1	-4	-3	5	4	6	23	56*
O=C(NC1CCCCC1)C(c1ccncc1)N(Cc1ccc2c(c1)OCO2)C(=O)C(F)(F)F (centres undefined)	2	i	-3	2	0	27	2	-1	-5	-5
CC(=O)Nc1ccc(OCc2ccc(S(=O)(=O)Cc3ccccc3)cc2)cc1	-2	i	0	-4	-2	17	-1	0	0	0
CS(=O)(=O)N1CCC(C(=O)NCc2ccc(Cl)cc2)CC1	-5	i	1	2	0	9	3	-1	-5	-10
CCN(CC)CCCNC(=O)c1cc2nc(-c3ccccc3)cc(C(F)(F)F)n2n1	.	i	8	4	-2	0	-1	-2	-13	-9
Cc1ccc(C(=O)CCC(=O)Nc2ccccc2F)cc1	-2	i	-7	2	-2	?	2	4	14	2
CC(=O)Nc1ccccc1C(=O)C(=O)O	8	i	5	-28	-4	24	-4	11	-9	-1
COc1ccc(CCn2nnnc2C(C(C)C)N2CCN(c3ncccn3)CC2)cc1OC (centres undefined)	-10	i	-1	-2	1	20	1	2	-5	-7
COc1ccc(Cl)cc1N1C(=O)C2CCCN2C1c1ccccc1F (centres undefined)	4	i	3	3	-3	19	-3	-6	3	2
Cc1ccc(O)c(C(=O)/C=C/c2ccc3c(c2)OCCO3)c1	2	i	2	0	-1	3	0	4	-21	29
O=C(N/N=C/C=C/c1ccco1)c1cnccn1	-4	i	6	5	-1	8	1	4	2	9
O=C(Nc1ccc2[nH]c(=O)[nH]c2c1)c1cc(F)c(F)cc1Cl	2	i	5	4	0	7	1	1	1	-2
CCOC(=O)c1nn(-c2ccccc2)c(=O)cc1OCC(=O)Nc1cccc(OC)c1	14	i	.	5	.	23	2	.	-2	-9
O=C(CC(=O)c1ccccc1)Nc1ccccn1	.	i	9	2	2	-4	-5	2	7	-2
CC(Cc1ccccc1)NC(=O)CCCN1C(=O)c2ccccc2C1=O (centres undefined)	-6	i	-2	4	-1	15	-3	6	-5	32
CCCc1cc(=O)oc2cc(C)cc(OCC(=O)Nc3ccccn3)c12	-4	i	1	-3	-2	14	2	0	-4	-13
N#Cc1ccccc1COC(=O)c1cccnc1N	0	i	-3	2	1	5	-1	-4	-2	18
COc1ccccc1C(=O)Nc1c(C(=O)N(CCN(C)C)Cc2ccco2)oc2ccccc12	8	i	6	5	.	3	-1	-2	4	11
CC(C)(Oc1ccc(Cl)cc1)C(=O)NC1CCCCC1	13	i	.	-27	-1	6	-1	0	-2	-2

Sorted by SMILES length (lowest first): some entries from above
structure	DYRK1A inh	PolyA inhibitor	HSP90 refold inh	Platelet DG rel	GSK3A inh	AI-2 QS modul	GSK3beta inhib	HDAC3 inh	HSF1 inh	HSF-1 act
Cc1ccc(O)c(C(=O)/C=C/c2ccc3c(c2)OCCO3)c1	2	i	2	0	-1	3	0	4	-21	29
CC(=O)Nc1ccc(OCc2ccc(S(=O)(=O)Cc3ccccc3)cc2)cc1	-2	i	0	-4	-2	17	-1	0	0	0
O=C(NC1CCCCC1)C(c1ccncc1)N(Cc1ccc2c(c1)OCO2)C(=O)C(F)(F)F (centres undefined)	2	i	-3	2	0	27	2	-1	-5	-5

Next compounds follow:
Below each SMILES – DYRK1A inh, PolyA inhibitor, HSP90 refold inh, Platelet DG rel, GSK3A inh, AI-2 QS modul, GSK3beta inhib, HDAC3 inh, HSF1 inh, HSF-1 act
> CN1C(=O)/C(=C/c2cccc(Cl)c2)Sc2ccc(C(=O)N3CCOCC3)cc21
  1, i, -2, -10, -2, 17, 3, 7, 1, 6
> CCOC(=O)N1CCC(NC(=O)CS(=O)(=O)Cc2nc(-c3ccccc3Cl)oc2C)CC1
  1, i, -5, 9, -2, ., -2, 0, 17, 10
> Clc1cccc(OCCOCCN2CCNCC2)c1Cl
  ., i, ., 2, -2, 27, 1, -9, -5, -7
> CCCc1nc2ccccc2c(=O)n1/N=C/c1ccccc1O
  -12, i, 0, 0, -2, 2, 5, 6, -4, 20
> O=C(NC1CCN(Cc2ccccc2)CC1)c1cccc(OC(F)F)c1
  -4, i, -1, 2, 2, 21, -4, -3, 0, 9
> CCC(C)c1ccccc1N1CC(C(=O)Nc2ccc(S(=O)(=O)N3CCOCC3)cc2)CC1=O (centres undefined)
  5, i, ., -2, -2, -2, 1, 2, -8, -21
> CC(C)CC(=O)Nc1ccccc1Oc1ccccc1
  3, i, 4, 1, 1, -7, 3, 2, -3, 7
> COc1ccccc1CC(=O)N1CCN(c2ccc([N+](=O)[O-])cc2)CC1
  -1, i, -4, 6, -1, 17, 1, -2, 0, -13
> COc1cccc(CNC(=S)Nc2cc(C)cc(C)c2)c1
  3, i, 1, 0, -3, 15, 0, 1, 1, 17

Bioassay records deposited in PubChem BioAssay by several laboratories.

This is a subset; count on the stated rates, not on these rows.
